# Source: PubChem (National Center for Advancing Translational Sciences (NCATS))
# LMNA splice mod = qHTS Assay for Modulators of Lamin A Splicing. HeLa LMNA splicing GFP/RFP minigene ratio, 48 h. Potency, µM (titrated, usually from 46.1 µM), for the others: at the top dose ratio change, negative = inhibition, hits mostly inhibitors. actives 0.01% (n = 200,000); active means well fitted inhibition curve with a large enough effect in the signal ratio, with a control signal flat, not every such curve was filed as active; inconclusive means small, poorly fitted or top-dose-only effect, or effect the other way, or a change in a side signal; the % refers to the signal ratio; further: potency means the concentration at half of the fitted maximal effect; on the % scale 0 is the no-effect control and ±100 the full control effect
#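 Read-out is the ratio of GFP to DsRed2 object intensity, acquired by 488 nm laser-scanning cytometry on HeLa lamin A-EGFP minigene reporter cells. Compound incubation 48 hrs at 37 °C in Opti-MEM with 2% FBS; DMSO 0.5% final.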
# CBFb RUNX1 block = qHTS Assay for Compounds Blocking the Interaction Between CBF-beta and RUNX1 for the Treatment of Acute Myeloid Leukemia. AlphaScreen CBFb-His/RUNX1-biotin binding, biochemical. Potency, µM (highest dose often 59.8 µM), inactives show at the top dose activity, negative = inhibition, most hits filed as inhibitors. 230,000 tested, under 10 active. AID 1477, 2009; further: % of control where 0% means no effect
# Target sequence (Q01196 whole entry, looked up): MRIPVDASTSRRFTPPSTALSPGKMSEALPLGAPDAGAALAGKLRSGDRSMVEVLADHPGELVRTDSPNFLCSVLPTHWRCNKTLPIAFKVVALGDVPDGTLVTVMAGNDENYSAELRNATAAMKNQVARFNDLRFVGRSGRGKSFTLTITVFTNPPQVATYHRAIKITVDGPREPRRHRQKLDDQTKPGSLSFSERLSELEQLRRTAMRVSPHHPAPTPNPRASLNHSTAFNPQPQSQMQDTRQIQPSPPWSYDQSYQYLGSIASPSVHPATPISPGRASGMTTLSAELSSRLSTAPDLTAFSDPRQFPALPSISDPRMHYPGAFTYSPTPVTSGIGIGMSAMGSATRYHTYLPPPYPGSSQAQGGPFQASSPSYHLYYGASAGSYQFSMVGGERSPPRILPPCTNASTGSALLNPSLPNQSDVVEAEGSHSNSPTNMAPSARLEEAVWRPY
# Target sequence (Q13951 whole entry, looked up): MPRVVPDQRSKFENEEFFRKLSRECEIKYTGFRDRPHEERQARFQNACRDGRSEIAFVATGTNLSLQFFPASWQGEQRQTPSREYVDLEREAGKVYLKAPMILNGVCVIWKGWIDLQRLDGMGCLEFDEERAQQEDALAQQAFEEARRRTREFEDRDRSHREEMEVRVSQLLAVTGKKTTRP
#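 Compounds were screened at multiple concentrations against a preformed CBF-beta(His)/RUNX1(biotin) complex (30 nM of each) for 15 min at room temperature, followed by 90 min with nickel and streptavidin beads and AlphaScreen reading.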
# NPSR antag = qHTS Assay for Antagonists of the Neuropeptide S Receptor: cAMP Signal Transduction; actives 1% (n = 220,000); CHO-NPSR cells, cAMP TR-FRET, antagonist mode; Potency, µM (doses to about 38.3 µM), inactives show top-dose activity change, negative = inhibition, usual class: inhibitors; AID 1461, 2008; further: potency means the concentration at half of the fitted maximal effect; on the % scale 0 is the no-effect control and ±100 the full control effect; nearly all actives have a fitted effect of over 50% in size; many of its hits are not listed in these tables
# Target sequence (Q6W5P4 whole entry, looked up): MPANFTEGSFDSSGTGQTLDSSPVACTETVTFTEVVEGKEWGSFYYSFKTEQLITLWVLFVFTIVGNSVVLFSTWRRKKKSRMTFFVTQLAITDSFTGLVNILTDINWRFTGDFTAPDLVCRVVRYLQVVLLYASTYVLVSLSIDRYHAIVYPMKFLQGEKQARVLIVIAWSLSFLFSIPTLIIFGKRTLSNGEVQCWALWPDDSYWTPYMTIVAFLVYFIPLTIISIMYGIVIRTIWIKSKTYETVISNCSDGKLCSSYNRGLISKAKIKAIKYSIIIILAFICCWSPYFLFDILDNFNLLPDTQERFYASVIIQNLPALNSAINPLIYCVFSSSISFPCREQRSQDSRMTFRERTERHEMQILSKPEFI
# Epigenetic derep = Quantitative High-Throughput Screen for Regulators of Epigenetic Control; murine LDR cells, GFP reporter derepression, 30 h; Potency, µM (titrated, usually from 53.9 µM), inactives show top-dose GFP activation, hits mostly activators; actives 0.2% (n = 280,000); AID 1865, 2009; further: potency means the concentration at half of the fitted maximal effect; % of control where 0% means no effect; nearly all actives have a fitted effect of over 60% in size
#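 Derepression of a silenced CMV-GFP reporter in murine LDR cells is scored by enumerating GFP-positive cells with a laser-scanning microplate cytometer after 30 hours of treatment at 37 C.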
# KinaseGlo FLuc = Counterscreen for Luciferase (Kinase-Glo TM) Inhibition. actives 0.28% (n = 200,000). Kinase-Glo luciferase, ATP luminescence, 8 min. Potency, µM (series often up to 38.3 µM), without a hit: top-dose activity change, negative = inhibition, most hits filed as inhibitors; further: potency means the concentration at half of the fitted maximal effect; on the % scale 0 is the no-effect control and ±100 the full control effect; nearly all actives have a fitted effect of over 60% in size
#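 Luminescence was the read-out, taken after 8-minute incubation at ambient temperature. Luciferase turned over luciferin with 10 uM ATP in imidazole pH 7.2 buffer containing KCl, MgCl2, Tween 20 and BSA.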
# HttQ103 aggreg = qHTS Multiplex Assay to Identify Dual Action Probes in a Cell Model of Huntington: Aggregate Formation (GFP); actives 1.1% (n = 220,000); Potency, µM (doses to about 46.1 µM), for inactives: top-dose activity change, negative = inhibition, hits mostly inhibitors; AID 1688, 2009; PC12 HttQ103-GFP aggregates, Acumen cytometry, 40 h; further: potency means the concentration at half of the fitted maximal effect; on the % scale 0 is the no-effect control and ±100 the full control effect; nearly all actives have a fitted effect of over 60% in size
#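 Steps: seed 1500 PC12 HTTQ103-GFP cells/well; add tebufenozide, 100 nM final; add compound titration; add ATPLite reagent; quantify GFP aggregates by laser scanning cytometry.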
# IMPase Li cell = qHTS Assay for Identifying the Cell-Membrane Permeable IMPase Inhibitors: Potentiation with Lithium; Potency, µM (doses to about 59.4 µM), without a hit: at the highest dose activity, negative = IMPase inhibition, most hits filed as inhibitors; AID 1457, 2008; CHO-M1 cells, IP1 TR-FRET (IP-One), carbachol + lithium; actives 0.35% (n = 210,000);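 further: IP1 builds up when IMPase is blocked and the TR-FRET signal falls; potency means the concentration at half of the fitted maximal effect; plate controls were basal vehicle for no effect and high inhibitor control for full effect; nearly all actives have a fitted effect of over 50% in size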
#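 Test compounds were applied to CHO-M1 cells previously cultured for 16–30 h at 2000 per well. A small lithium amount accompanied them; after 30 min at 37C, IP1 was quantified by TR-FRET.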
# * marks the source's active call; other numbers are inactive results; u = inconclusive; x = no result given; [ ] = remark or other dose. Unless noted, the call rests on the fitted dose curve; in most records, active means well fitted curve in the direction sought with a large enough effect; inconclusive means small, poorly fitted or top-dose-only effect, or another doubt; inactive means no such curve, though single readings can be large; an effect the other way counts as inactive or inconclusive. These rows are one share of the data; rates above refer to the full screens.
SMILES,LMNA splice mod,CBFb RUNX1 block,NPSR antag,Epigenetic derep,KinaseGlo FLuc,HttQ103 aggreg,IMPase Li cell
O=c1c(OC2OC(CO)C(O)C(O)C2OC2OC(CO)C(O)C(O)C2O)c(-c2ccc(O)cc2)oc2cc(O)cc(O)c12 (configuration not stated),x,-22%,6%,0.0%,x,12%[9.22 µM],x
O=C(Cn1nnc(-c2ccccc2NC(=O)c2ccco2)n1)NC1CCCCC1,-5%,1%,u,-0.8%,-6%,11%,-11%[38.3 µM]
Cc1ccc2c(N)c(C)ccc2c1,u,-5%,11%[46.1 µM],0.0%,0%,11%,-10%[38.3 µM]
COc1ccc(C2CC(c3ccccc3)=NN2S(=O)(=O)c2ccccc2)cc1 (configuration not stated),x,3%,-17%,u,x,25%[9.22 µM],x
COc1cc(C(=O)NC2CCCCC2)ccc1OCc1ccc(Cl)cc1Cl,5%,11%,-18%,2.1%,0%,27%,1%
COc1cccc(NCc2ccc([N+](=O)[O-])s2)c1,-1%,-10%,6%,-1.0%,0%,u,2%
CCCCNC(=O)OC(C)CNC(=O)OC (configuration not stated),18%,1%,6%[46.1 µM],2.3%,-1%,6%,25%[38.3 µM]
Cc1sc2nc(CSCC(=O)N(CCC#N)c3ccccc3)[nH]c(=O)c2c1C,-11%[46 µM],0%,-4%,3.6%,1%,12%,1%
CCOC(=O)Cn1cnc2c(sc3nc(C)cc(C)c32)c1=O,x,-12%,-7%,0.0%,x,0%[9.22 µM],x
CCCCc1nc(N)c(C#N)c(-c2ccco2)c1CCC,6%,-10%,-20%,-1.0%,2%,3%,14%
NC(=O)c1ccccc1NC(=O)c1ccccc1Cl,x,20%,8%,0.0%,x,-15%[9.22 µM],x
CCCCN(C)C(=O)CCCc1c[nH]c2ccccc12,-4%,-14%,-11%[46.1 µM],-2.0%,0%,8%,0%
Cc1c(-c2n[nH]c(=S)n2-c2ccc(Br)cc2)nnn1-c1ccc(Cl)cc1,-4%[9.22 µM],-14%,-46%,1.1%,2%,19%[9.22 µM],4%
COC(=O)Nc1nc2ccc(SC(C)C)cc2[nH]1,u,-6%[21.7 µM],x,4.1%[16.9 µM],-3%[17.1 µM],x,6%
CCC(C)Nc1nc(Cl)nc(N(C#N)CN2C(=O)c3ccccc3S2(=O)=O)n1 (configuration not stated),-11%[46 µM],8%,-33%,-1.6%,-1%,11%,15%
COc1ccc(Nc2nnc(-c3ccc(N4CCOCC4)c([N+](=O)[O-])c3)c3ccccc23)cc1,0%,u,u,-1.1%,-3%,-29%,15%[38.3 µM]
Cc1ccc(S(=O)(=O)N2CCC(C(=O)N3CCN(Cc4ccccc4)CC3)CC2)cc1,u,-1%,0%,-1.0%,2%,3%,10%
O=C(NCc1cccc(Cl)c1)c1cnn2c1NC(c1ccco1)CC2C(F)(F)F (configuration not stated),-8%,-4%,u,0.0%,-1%,u,16%[38.3 µM]
O=C(Oc1c(Cl)cc(Cl)c2cccnc12)N1CCCCC1,13%,15%,5%[46.1 µM],2.7%,1%,-7%,24%[38.3 µM]
COc1cccc(-c2nc(CS(=O)(=O)CC(=O)N3CCc4ccccc4C3)c(C)o2)c1,-14%,-5%,0%[46.1 µM],-0.8%,1%,6%,21%[38.3 µM]
Oc1c(Br)cc(Cl)cc1C=Nc1ccccc1Br,-7%,4%,-34%,-0.7%,1%,-18%,-21%
CCC(CC)c1nnc(NC(=O)CN2C(=O)c3ccccc3C2=O)s1,11%[46 µM],-4%,7%,-4.6%,1%,19%,5%
Cn1c(SCC(=O)c2ccccc2)nnc1C1COc2ccccc2O1 (configuration not stated),-7%[46 µM],12%,-2%,2.1%,x,20%[9.22 µM],x
CCOC(=O)C12CC1/C(=N/O)c1ccccc1O2 (configuration not stated),-5%,2%,-8%[46.1 µM],-1.2%,-4%,x,12%
O=C(COC(=O)C1CC2C=CC1C2)Nc1cccc(S(=O)(=O)N2CCCCCC2)c1 (configuration not stated),u,-2%,-20%,-1.9%,-3%,-8%,12%
COc1ccc(NS(=O)(=O)c2cn(C)c(=O)n(C)c2=O)c(OC)c1,x,15%,12%,-0.7%,x,-6%[9.22 µM],x
O=c1c2nnn(Cc3ccccc3)c2ncn1C/C=C/c1ccccc1,-13%,12%,-14%[46.1 µM],0.0%,3%,-9%,10%[38.3 µM]
CN(C)CCOC(=O)c1sc2ccccc2c1Cl,-7%[46 µM],9%,-17%,-1.0%,7%,-3%,u
COCCN(C(=O)CNC(=O)c1ccco1)C(C(=O)NC1CCCC1)c1cccs1 (configuration not stated),-1%,1%,4%[46.1 µM],-0.8%,2%,24%,23%
C=CCOc1ccc(Br)cc1CNCCCN1CCOCC1,-8%,16%,19%,0.0%,0%,2%,11%
c1ccc2nc(-c3nc4ccccc4o3)ccc2c1,1%,-4%,-26%[46.1 µM],0.0%,1µM*,-7%,33%[activator][38.3 µM]
CCCOc1ccc(C(CC(=O)O)NC(=O)c2cccs2)cc1 (configuration not stated),-12%,-3%,3%[46.1 µM],-0.7%,-2%,3%,15%[38.3 µM]
O=C(N/N=C/c1ccc(OC(F)F)cc1)c1ccc(Br)cc1,-6%,2%,2%,-1.1%,0%,0%,2%
O=C(NCCSc1c[nH]c2ccccc12)c1ccc2c(c1)OCO2,x,-16%,-11%,-3.8%,0%,-6%,3%
Cc1c(C(=O)N2CCc3ccccc3C2)sc2nc(-c3ccccc3)cn12,u,-15%,-27%[46.1 µM],0.0%,-3%,-10%,33%[38.3 µM]
COc1ccc(OC)c(/C=N/NC(=O)c2cc[n+](Cc3ccccc3)cc2)c1,-12%,-8%,10%,0.0%,-1%,15%,6%
Cc1ccccc1S(=O)(=O)NC1OC(=O)C(Cl)=C1Cl (configuration not stated),u,4%,-7%[46.1 µM],1.1%,-5%,u,-2%[38.3 µM]
COc1cc2nc(SCc3ccc(Cl)cc3Cl)n(Cc3cccs3)c(=N)c2cc1OC,7%,-5%,-24%[46.1 µM],-1.1%,1%,u,12%[38.3 µM]
COc1cccc(NC(=O)NC2CCCCC2C)c1 (configuration not stated),-28%[46 µM],6%,-3%,-0.3%,6%,15%,5%
COc1ccc(N(CC(=O)N/N=C/c2ccc(-c3ccc([N+](=O)[O-])cc3)o2)S(=O)(=O)c2ccc(C)cc2)cc1Cl,16%,-8%,-1%[46.1 µM],3.6%,3%,13%,1%[38.3 µM]
Cc1cc(-c2n[nH]c(=S)n2/N=C/c2c[nH]c3ccccc23)n[nH]1,x,-8%,-17%,1.2%,x,-14%[9.22 µM],x
COC(=O)[C@@]1(Cc2ccccc2)[C@H]2c3cc(C(=O)N4CCCC4)[nH]c3C[C@H]2CN1C(=O)c1ccccc1,x,3%,x,0.0%,1%,x,1%
Nc1nnc(-c2ccncc2)s1,13%,4%,-4%[46.1 µM],-1.0%,-5%,-7%,-9%[38.3 µM]
COc1ccc(N2C(=O)CCC(C(=O)N3CCCCCC3)C2c2ccc(OC)c(OC)c2)cc1 (configuration not stated),-7%,8%,-2%[46.1 µM],0.0%,-4%,4%,-4%[38.3 µM]
CCOC(=O)N1CCN(C(=O)C2CCN(S(=O)(=O)c3ccc(F)cc3)CC2)CC1,u,-6%,3%,2.6%,1%,6%,1%
N#CCC(=O)Nc1sc2c(c1C(N)=O)CCCC2,u,-8%,7%[46.1 µM],0.0%,4%,-8%,5%
Cc1cccc(/C=N/NC(=O)Cc2cccs2)c1,x,2%,-14%,-2.9%,x,-14%[9.22 µM],x
O=C(CSc1nnc(CNc2ccc(F)cc2)o1)N1c2ccccc2Sc2ccccc21,1%,-15%,-26%[46.1 µM],-1.1%,3%,u,23%[38.3 µM]
COc1ccc(Cc2nnc(SCc3nc4ccccc4c(=O)[nH]3)o2)cc1,-6%,1%,-2%[46.1 µM],4.7%,1%,-2%,0%
C=CCN(CC=C)CCOc1cccc(Oc2ccccc2)c1,18%[9.22 µM],13%,-40%,-0.8%[10.1 µM],5%,14%[9.22 µM],17%

# Next part:
SMILES,LMNA splice mod,CBFb RUNX1 block,NPSR antag,Epigenetic derep,KinaseGlo FLuc,HttQ103 aggreg,IMPase Li cell
COc1ccc(C(=O)Nc2cccc(-c3nnc(-c4ccco4)o3)c2)cc1,u,3%,u,0.5%,21%,-17%,29%[38.3 µM]
Cc1cc(C)nc(N(C#N)S(=O)(=O)c2ccc(Br)cc2)n1,-2%,4%,-8%[46.1 µM],4.1%,1%,3%,10%[38.3 µM]
CCOC(=O)c1c(C=O)c(C)n(Cc2ccc(Cl)cc2)c1C,u,-1%,u,5.2%,-3%,u,22%[38.3 µM]
CCCC1O[C@@H]2C[C@H]3[C@@H]4CCC5=CC(=O)C=C[C@]5(C)C4[C@@H](O)C[C@]3(C)[C@]2(C(=O)CO)O1 (some centres not stated),u,-26%,u,-0.2%,-3%,x,-12%
CCN(C(=O)COc1ccc(C)nc1[N+](=O)[O-])C1CCS(=O)(=O)C1 (configuration not stated),6%,1%,11%,1.0%,-1%,12%,-7%
Cc1ccc2cc(/C=N/NC(=O)[C@@H]3CCCN3)c(Cl)nc2c1,x,5%,-3%,0.0%,x,6%[9.22 µM],x
COc1cc(O)c(CC=C(C)C)c(O)c1C(=O)CCc1ccc(O)cc1,x,4%,-26%,0.0%,x,-12%[9.22 µM],x
O=C(Nc1ccc(Oc2cccnc2)cc1)c1ccccc1Cl,-13%,11%,21%[46.1 µM],-0.9%,x,11µM*,x

# Single records, as listed above. Screens in order: LMNA splice mod	CBFb RUNX1 block	NPSR antag	Epigenetic derep	KinaseGlo FLuc	HttQ103 aggreg	IMPase Li cell
# Shown for COCCN(C(=O)CNC(=O)c1ccco1)C(C(=O)NC1CCCC1)c1cccs1 (configuration not stated) → -1%	1%	4%[46.1 µM]	-0.8%	2%	24%	23%
# Shown for Cc1c(-c2n[nH]c(=S)n2-c2ccc(Br)cc2)nnn1-c1ccc(Cl)cc1 → -4%[9.22 µM]	-14%	-46%	1.1%	2%	19%[9.22 µM]	4%
# Shown for COc1cccc(NCc2ccc([N+](=O)[O-])s2)c1 → -1%	-10%	6%	-1.0%	0%	u	2%
# Shown for CCCOc1ccc(C(CC(=O)O)NC(=O)c2cccs2)cc1 (configuration not stated) → -12%	-3%	3%[46.1 µM]	-0.7%	-2%	3%	15%[38.3 µM]
